BCLXL inh: blocks human Bcl-xL binding to Bim BH3 peptide. hit rate 0.7% among 320,000. AID 2129. GST-Bcl-xL / FITC-Bim BH3 peptide fluorescence polarization. inhibition, % at 10.9 µM;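 active = inhibition above the mean of all tested compounds plus 3 SD, cutoff set per campaign, cut at about 30% in these data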;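 note: 0% = DMSO wells and 100% = unlabeled Bim-BH3 peptide competitor; inhibitors lower millipolarization by displacing the labeled peptide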
Fam108B inh: blocks mouse Fam108B hydrolase in RBBP9 counter-screen. recombinant Fam108B, FP-Rh probe fluorescence polarization. inhibition, % at 9.51 µM. hit rate 0.33% among 300,000. AID 1947;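 active = inhibition above the screen mean inhibition plus 3 SD, computed separately per campaign, cut at about 18% in these data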;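 note: inhibitors lower polarization as less probe binds the enzyme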
pPAFAH FP inh: pPAFAH (human) enzyme inhibition | recombinant pPAFAH, FP-rhodamine probe fluorescence polarization | inhibition, % at 3.39 µM | hit rate 1.5% among 330,000 | AID 463082;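 active = inhibition above the mean inhibition across the screen plus 3 SD, cut at about 25% in these data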;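 note: inhibitors block binding of the rhodamine activity-based probe so polarization drops; 0% = enzyme with DMSO and 100% = wells lacking pPAFAH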
MCL1 BIM primary: MCL1-BIM-BH3 interaction inhibition (human); GST-MCL1 / FITC-Bim-BH3 fluorescence polarization; hit rate 0.68% among 320,000; AID 2057; inhibition, % at 10.9 µM;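 active = inhibition above the mean inhibition of all tested compounds plus 3 SD, set per campaign, cut at about 40% in these data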;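 note: 0% = DMSO wells and 100% = unlabeled Bim-BH3 peptide control; higher means more loss of mP so more displacement of Bim peptide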
MEX-5 binding: C. elegans MEX-5 TCR-2 RNA binding activity; Q9XUB2; MEX-5/FITC-TCR2 RNA binding, fluorescence polarization; active compounds read low; activity score (negative = inhibition of binding), % at 10 µM; hit rate 0.38% among 300,000; AID 1832;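 active = inhibition past about -25% in most replicates, and total fluorescence under double the plate's negative control median, limit read from the data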;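 note: 0% = DMSO and -100% = 5 µM competing unlabeled TCR2 RNA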
Target sequence (Q9XUB2 whole entry, looked up): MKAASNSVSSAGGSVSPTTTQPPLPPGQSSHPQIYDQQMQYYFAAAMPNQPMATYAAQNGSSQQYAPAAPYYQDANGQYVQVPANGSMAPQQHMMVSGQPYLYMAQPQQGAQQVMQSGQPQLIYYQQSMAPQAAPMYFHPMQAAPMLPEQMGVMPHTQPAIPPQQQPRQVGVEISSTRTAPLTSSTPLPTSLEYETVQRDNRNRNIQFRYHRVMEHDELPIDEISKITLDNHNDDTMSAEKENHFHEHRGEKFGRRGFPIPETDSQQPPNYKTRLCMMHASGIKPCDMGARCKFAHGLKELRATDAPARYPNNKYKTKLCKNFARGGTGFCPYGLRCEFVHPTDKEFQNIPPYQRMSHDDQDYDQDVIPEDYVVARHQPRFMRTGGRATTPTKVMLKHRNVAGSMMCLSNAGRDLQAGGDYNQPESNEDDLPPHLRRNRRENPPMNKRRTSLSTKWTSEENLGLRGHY
GLD-1 RNA inh: GLD-1-TGE RNA interaction inhibition (C. elegans); Q17339; purified GLD-1 + fluorescein TGE RNA, fluorescence polarization; inhibition, % at 5.96 µM; hit rate 0.44% among 320,000;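 active = percent inhibition above a per-plate cutoff, the plate mean of test compounds plus 3 SD, cut at about 30% in these data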;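 note: 0% = DMSO wells with GLD-1 and probe and 100% = wells lacking GLD-1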
PAFAH1B2 inh: inhibitors of human PAFAH1B2; hit rate 1.2% among 340,000; inhibition, % at 3.39 µM; recombinant PAFAH1B2, FP-rhodamine activity probe, fluorescence polarization;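 active = inhibition above the mean of all tested compounds plus 3 SD, cut at about 24% in these data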;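 note: 0% = enzyme with DMSO and 100% = wells lacking PAFAH1B2; many of its hits are not listed in these tables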
Target sequence (P68402 whole entry, looked up): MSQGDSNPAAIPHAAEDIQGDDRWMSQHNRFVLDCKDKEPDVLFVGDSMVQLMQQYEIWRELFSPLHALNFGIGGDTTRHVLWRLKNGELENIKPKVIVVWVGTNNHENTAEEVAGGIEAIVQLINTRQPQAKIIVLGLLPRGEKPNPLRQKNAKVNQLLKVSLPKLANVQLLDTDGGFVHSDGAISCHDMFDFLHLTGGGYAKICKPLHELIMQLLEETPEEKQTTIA
PME-1 primary: blocks human protein phosphatase methylesterase 1; inhibition, % at 5.9 µM; recombinant PME-1, FP-Rh probe fluorescence polarization; hit rate 0.53% among 320,000;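 active = inhibition above the campaign mean of all compounds plus 3 SD, cut at about 26% in these data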;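 note: competitive labeling of PME-1 active site by serine hydrolase directed probe; 0% = PME-1 with DMSO and 100% = wells lacking PME-1 enzyme; inhibitors block probe labeling so polarization falls and inhibition rises; many of its hits are not listed in these tables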
Target sequence (Q9Y570 whole entry, looked up): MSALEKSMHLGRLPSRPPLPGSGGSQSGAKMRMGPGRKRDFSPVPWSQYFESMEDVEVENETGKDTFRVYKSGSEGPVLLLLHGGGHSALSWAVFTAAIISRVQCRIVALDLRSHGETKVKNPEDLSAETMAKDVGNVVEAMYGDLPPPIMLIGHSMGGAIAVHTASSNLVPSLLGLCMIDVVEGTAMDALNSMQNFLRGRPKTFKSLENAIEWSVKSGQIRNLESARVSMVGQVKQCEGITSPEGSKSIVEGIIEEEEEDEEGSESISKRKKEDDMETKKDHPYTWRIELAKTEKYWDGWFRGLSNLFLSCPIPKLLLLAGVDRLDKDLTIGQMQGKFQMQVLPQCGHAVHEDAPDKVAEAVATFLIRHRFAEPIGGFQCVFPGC
AHR act: human AHR activation; P35869; AHR-responsive luciferase reporter cells, luminescence; activation, % at 5 µM; hit rate 2.5% among 320,000; AID 2796; in the data active = activation above about 47%;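 note: 0% = vehicle wells and 100% = reference agonist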
The depositor's hits bear a star; · = not tested or not shown.

canonical_smiles	BCLXL inh	Fam108B inh	pPAFAH FP inh	MCL1 BIM primary	MEX-5 binding	GLD-1 RNA inh	PAFAH1B2 inh	PME-1 primary	AHR act
O=C(NC(=S)Nc1ccc(S(=O)(=O)Nc2ncccn2)cc1)c1cccc(Br)c1	10	3	4	13	0.0	-1	4	-1	2
CC1CN(C(=O)Nc2cccc(Cl)c2)C2(CCCCCC2)O1 (stereo unspecified)	6	-4	3	9	-3.3	1	-3	2	0
COc1ccc(-c2nn(CCC#N)cc2C(=O)Nc2ccccn2)cc1OC	1	0	5	7	1.9	-4	2	-1	1
CC1Cc2ccccc2N1CC(=O)NCc1ccccc1Cl (stereo unspecified)	3	0	5	6	-0.4	4	1	18	4
O=C(O)C1CCCCC1C(=O)Nc1ccccc1C(=O)N1CCN(c2ccc(F)cc2)CC1 (stereo unspecified)	4	3	2	5	0.2	2	1	0	6
S=C(Sc1ccc(Cl)cc1)Sc1ccc(Cl)cc1	4	7	-2	1	2.0	1	·	4	-2
CC(O)CCC(=O)NNC1=CC(=O)CC(C)(C)C1 (stereo unspecified)	-3	2	0	-9	-5.3	-8	·	-2	-1
c1ccc2c(c1)nc(NCCN1CCOCC1)c1nncn12	-4	-1	3	-6	5.5	2	-2	1	11
Cc1cc(C(=O)OCC(=O)Nc2cc(Cl)ccc2C)c(C)o1	3	·	4	4	·	8	-1	-2	0
Cc1ccc(S(=O)(=O)C(C#N)c2nc3ccccc3nc2N2CCN(C)CC2)cc1C (stereo unspecified)	8	7	4	9	-5.5	8	0	8	-1
COc1ccc(N2C(=O)CC(NCc3ccc(F)cc3)C2=O)cc1 (stereo unspecified)	4	-2	3	3	0.2	2	-1	-9	-1
CCOC(=O)c1cnn2c1[nH]c(=O)c1ccccc12	3	-2	2	1	·	3	0	-7	-6
O=C(Oc1ccc2ccccc2c1)c1ccccc1	6	1	-2	6	0.1	0	5	1	0
O=C(NCc1ccccc1F)Nc1ccc([N+](=O)[O-])cc1	4	1	0	8	1.2	5	1	4	3
Nc1ccccc1OCCOc1ccccc1N	6	2	4	-1	0.2	6	3	1	-4
CCC(C)c1ccccc1NC(=O)COc1ccc(-n2cnnn2)cc1 (stereo unspecified)	-7	·	5	-3	·	12	1	1	-1
Oc1ccc[n+](CCCCC[n+]2cccc(O)c2)c1	6	-1	-1	-3	3.0	5	0	3	2
CCCOc1cccc(C2C(C(=O)c3ccc(C)o3)=C(O)C(=O)N2CCN2CCOCC2)c1 (stereo unspecified)	7	4	3	6	1.1	4	3	-1	-1
CCNC(=O)NC(=O)C(C)Sc1nc2cc(C(=O)OC)ccc2c(=O)n1-c1ccccc1 (stereo unspecified)	2	1	0	-1	-3.2	-1	4	2	3
COc1cccc(N2CC(C(=O)Oc3ccc4ccccc4c3)CC2=O)c1 (stereo unspecified)	4	-3	1	0	-2.2	-1	15	-1	4
CC(=O)NC(CC(=O)NCC(c1ccco1)N(C)C)c1ccccc1 (stereo unspecified)	6	-1	-9	2	-1.2	2	1	-4	2
Cc1c(Cc2ccccc2)c(=O)oc2cc(OCC(=O)N3CCC(C(N)=O)CC3)ccc12	5	0	15	3	0.8	-1	3	-3	0
CCCC(=O)Nc1c(-c2cccs2)c(=O)c2ccccc2n1C	4	-1	2	-1	-0.5	6	2	4	0
O=C(OCC(=O)N1CCc2ccccc21)c1nc(Cl)ccc1Cl	-2	2	12	-3	-2.6	3	0	-4	4
O=C(c1ccc2c(c1)OCO2)N(CC1CCCO1)C1(C(=O)NC2CCCC2)CCCCC1 (stereo unspecified)	1	-2	-6	-1	-2.6	-8	3	0	5
CCOC(=O)C1(CCOc2ccccc2)CCN(Cc2cnc(C)[nH]2)CC1	8	7	-1	1	1.1	9	-1	1	2
O=C(Nc1cccc(-c2nnco2)c1)c1cccs1	2	-1	-3	-3	·	5	1	0	8
COc1ccc(-c2cc(=O)c(C(=O)c3ccc(C)cc3)n[nH]2)cc1	4	-2	4	2	0.1	2	3	-4	1
CC1=NN(C(N)=S)C(=O)C1N=Nc1ccccc1Cl (stereo unspecified)	1	8	10	11	-2.8	-3	5	2	3
COc1ccc(C(=O)Oc2cc(/C=N/NS(=O)(=O)c3ccccc3)ccc2OC)cc1	4	2	8	3	-0.8	8	-3	-45	6
CCn1c(SCC(=O)NC(=O)NCc2ccco2)nc2sc(C)c(C)c2c1=O	11	2	4	26	2.8	0	2	-2	0
Cc1cccc2cc(COC(=O)COc3ccccc3)c(=O)[nH]c12	2	-2	4	2	1.4	-4	5	-2	1
CN(CC(=O)Nc1cccc(Cl)c1)S(=O)(=O)c1ccc2[nH]c(=O)oc2c1	2	2	5	-7	1.4	-4	5	-4	1
Cc1ccc(-c2[nH]nc3c2C(c2cccnc2)C(C#N)=C(N)O3)cc1 (stereo unspecified)	4	-1	-6	4	-4.6	7	1	-3	6
CCCN1C(=O)c2cc(C(=O)NCc3ccc(OC)cc3)ccc2C1O (stereo unspecified)	-3	1	2	0	0.5	-4	3	-3	3
CCN1CCN(S(=O)(=O)c2ccc(Cl)c(C(=O)NCCc3ccccc3)c2)CC1	5	-3	2	5	3.0	8	8	-4	8
O=C(CNC(=O)c1ccccc1F)Nc1ccccc1C(F)(F)F	1	2	3	9	0.9	6	2	-1	-1
Cc1ccc(NS(=O)(=O)c2ccc3c(c2)OCCCO3)cc1S(=O)(=O)N1CCOCC1	3	·	23	0	·	5	2	5	0
CC(Sc1ccccc1)C(=O)NNC(=O)c1ccncc1 (stereo unspecified)	1	1	-3	-1	0.3	1	1	4	6
Cc1cc(C)cc(NC(=O)COc2ccc(C(=S)N3CCOCC3)cc2)c1	3	-1	6	8	-3.3	5	6	-4	2

An excerpt from above in order of SMILES length, descending.
canonical_smiles	BCLXL inh	Fam108B inh	pPAFAH FP inh	MCL1 BIM primary	MEX-5 binding	GLD-1 RNA inh	PAFAH1B2 inh	PME-1 primary	AHR act
Cc1ccc(NS(=O)(=O)c2ccc3c(c2)OCCCO3)cc1S(=O)(=O)N1CCOCC1	3	·	23	0	·	5	2	5	0
Cc1ccc(-c2[nH]nc3c2C(c2cccnc2)C(C#N)=C(N)O3)cc1 (stereo unspecified)	4	-1	-6	4	-4.6	7	1	-3	6
CCCN1C(=O)c2cc(C(=O)NCc3ccc(OC)cc3)ccc2C1O (stereo unspecified)	-3	1	2	0	0.5	-4	3	-3	3

New compounds follow:
canonical_smiles	BCLXL inh	Fam108B inh	pPAFAH FP inh	MCL1 BIM primary	MEX-5 binding	GLD-1 RNA inh	PAFAH1B2 inh	PME-1 primary	AHR act
COc1cc(CN2CCC(C(=O)N3CCC(C)CC3)CC2)cc(Br)c1O	5	0	3	10	-1.2	6	2	5	0
COC(=O)c1ccccc1NC(=O)c1sc(Cl)nc1C	3	1	1	4	1.2	7	2	1	7
O=C(COc1ccc(Cl)cc1)NCc1nnc(SCC(=O)N2CCCCCC2)o1	4	0	-1	3	0.6	3	-1	5	2
Cc1ccc(S(=O)(=O)N2CCN(C(=O)c3ccco3)CC2)c(C)c1	-1	1	-4	8	-1.1	4	-2	-1	-1
COc1cc(C(=S)N2CCOCC2)cc(OC)c1OC(=O)c1cc([N+](=O)[O-])cc([N+](=O)[O-])c1	9	1	4	14	1.4	4	5	0	-2
COc1ccc2c(CC(=O)Nc3ccccc3OC)coc2c1	-4	-4	5	-1	-3.2	-6	6	1	7
Cc1oc(-c2ccc(Cl)cc2)nc1CN1CCCC(C(=O)NCc2ccccn2)C1 (stereo unspecified)	-1	-1	0	-2	-5.0	4	5	8	2
COc1ccc(C2c3cc(OC)c(OC)cc3CCN2C(=O)c2ccccc2Br)cc1OC (stereo unspecified)	6	1	1	5	0.4	1	1	2	-3
Cc1cccc(Nc2c([N+](=O)[O-])c(=O)n(C)c3ccccc23)c1	13	-1	3	5	0.6	-2	-3	-1	14
C=CCN(CC=C)C(=S)NC(=O)c1ccc([N+](=O)[O-])cc1	2	-1	4	5	·	2	4	-5	3
Clc1ccc(OCc2nnc(-c3ccccc3Br)o2)c(Cl)c1	6	-1	-1	6	2.1	0	1	-6	-2
CCOCC(=O)N1CCN(c2ccc(F)cc2)CC1	6	-1	1	2	-1.0	1	0	-4	-2
Cc1ccc(CS(=O)(=O)CCC(=O)NCCCN2CCCC2=O)cc1	-1	8	12	4	-4.0	-1	4	-2	1
CCN(CC(=O)Nc1ccc(NC(C)=O)cc1)C(=O)Cc1c(Cl)cccc1Cl	-3	-1	5	0	0.2	-1	1	1	0
CCOc1cccc(N(C(=O)c2ccco2)C(C(=O)NC2CCCC2)c2cccnc2)c1 (stereo unspecified)	2	-1	4	-2	1.7	-9	2	2	0
CCOC(=O)/C(=N\Nc1ncnc2ccccc12)c1ccc(C)cc1	-1	7	1	3	-0.5	-5	6	6	30
Cc1cc(C(=O)CN2C(=O)NC3(CCC(C)CC3)C2=O)c(C)n1C (stereo unspecified)	0	-2	0	-5	-3.7	5	4	5	0
CCN1CCc2c(sc(N)c2C#N)C1	58*	6	5	59*	-7.7	-52	-4	-2	3
Cc1ccc(NC(=O)c2cc(=O)c3ccccc3o2)c(C)c1	3	-3	-2	9	0.9	0	0	1	-1
CCOC(=O)CSC1=C(C#N)C(c2ccc(C)s2)CC(=O)N1 (stereo unspecified)	4	2	6	11	-1.7	-2	2	-2	2
COc1ccccc1N1CCN(C(=O)C2CCCO2)CC1 (stereo unspecified)	-2	4	4	-6	2.6	-1	2	1	1
CCN(CC)CCN(C(=O)c1ccc2ncsc2c1)c1nc2cc3c(cc2s1)OCO3	12	6	-3	15	-2.4	-2	10	1	19
COc1cccc(CNC(=O)Cn2cc([N+](=O)[O-])cn2)c1	3	-2	5	6	-2.0	6	4	0	5
CCCC(=O)OCCNc1cc(Sc2nccn2C)c2nonc2c1[N+](=O)[O-]	4	-4	4	9	-4.9	4	-1	4	-1
COc1ccccc1-c1c(NC(=O)c2ccco2)n(C)c2ccccc2c1=O	0	0	2	-3	-2.1	0	·	-1	47
CCOC(=O)[C@@H]1[C@H]2COc3ccccc3[C@H]2N2C(=O)N(c3ccc(C)cc3)C(=O)[C@]12C	1	-3	5	8	-2.3	4	-5	6	6
CC(=O)NC(Cc1cccc(F)c1)C(=O)NC1CCN(c2ncccc2[N+](=O)[O-])CC1 (stereo unspecified)	6	4	1	9	-3.0	-6	3	1	1
O=C(CCCNS(=O)(=O)c1ccccc1)NCc1ccco1	5	2	9	4	1.2	7	3	-9	-1
COc1cc2c(cc1OC)CN(C(=O)c1ccc(S(=O)(=O)N3CCCCCC3)cc1)CC2	-1	0	3	-2	-0.8	1	2	-3	3
C/C(=N\NC(=O)c1c[nH]c2ccccc12)c1ccc(C)o1	3	1	2	7	-0.4	-3	2	5	82*
Cc1nnsc1NC(=O)OCCCl	9	1	4	8	-4.2	3	6	1	-2
CC(=O)c1cccc(NC(=O)CSc2ccc(-c3ccc4c(c3)OCO4)nn2)c1	3	-22	-3	7	-1.5	-1	8	-2	17
COC(=O)CCN(c1ccccc1)S(=O)(=O)c1cc(-c2cc(C)no2)ccc1OC	8	-1	1	7	1.2	-6	1	1	0
Cc1c(OCC(=O)OC(C)(C)C)ccc2c3c(c(=O)oc12)CCC3	2	0	1	0	-0.7	6	0	-2	-11
O=C(CN1C(=O)NC2(CCCCCC2)C1=O)N1CCN(c2ccc(F)cc2)CC1	-3	·	1	-5	·	1	4	3	-1
Cc1ccc(/C=C2\OC(=O)c3ccccc32)cc1	0	-1	4	1	-0.1	7	0	-3	39

This is a subset. The share of hits here may be higher or lower than overall.
